Screens from PubChem BioAssay.
GSTO1 inh = GSTO1 inhibition, counter-screen for RBBP9 inhibitors. recombinant GSTO1, activity-based probe fluorescence polarization. actives 1.1% (n = 300,000). inhibition, % at 5.96 µM;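 active = inhibition above the campaign mean inhibition plus 3 SD, cut at about 35% in these data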;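 also: 0% = GSTO1-1 with DMSO and 100% = wells lacking GSTO1-1 enzyme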
LYPLA1 counter = counter-screen for PME1 inhibitors: inhibitors of human LYPLA1; O75608; recombinant LYPLA1, FP-Rh probe fluorescence polarization; inhibition, % at 5.9 µM; actives 0.16% (n = 320,000); AID 2174;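 active = inhibition above the mean of all tested compounds plus 3 SD, set per campaign, cut at about 14% in these data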;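 also: inhibitors block serine hydrolase probe labeling of LYPLA1 so polarization falls; 0% = enzyme with DMSO and 100% = wells lacking LYPLA1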
Target sequence (O75608 whole entry, looked up): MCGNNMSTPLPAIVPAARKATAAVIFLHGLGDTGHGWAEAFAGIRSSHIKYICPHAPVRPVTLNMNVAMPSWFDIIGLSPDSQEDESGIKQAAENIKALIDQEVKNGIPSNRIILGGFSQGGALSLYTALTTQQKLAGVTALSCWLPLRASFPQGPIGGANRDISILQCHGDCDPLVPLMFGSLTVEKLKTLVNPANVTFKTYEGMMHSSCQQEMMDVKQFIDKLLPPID
PAFAH1B2 inh = blocks human PAF acetylhydrolase 1b catalytic subunit 2. actives 1.2% (n = 340,000). recombinant PAFAH1B2, FP-rhodamine activity probe, fluorescence polarization. inhibition, % at 3.39 µM. P68402;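 active = inhibition above the mean of all tested compounds plus 3 SD, cut at about 24% in these data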;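 also: 0% = enzyme with DMSO and 100% = wells lacking PAFAH1B2; many of its hits are not listed in these tables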
PME-1 primary = blocks human protein phosphatase methylesterase 1; Q9Y570; inhibition, % at 5.9 µM; recombinant PME-1, FP-Rh probe fluorescence polarization; actives 0.53% (n = 320,000); AID 2130;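 active = inhibition above the campaign mean of all compounds plus 3 SD, cut at about 26% in these data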;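 also: competitive labeling of PME-1 active site by serine hydrolase directed probe; 0% = PME-1 with DMSO and 100% = wells lacking PME-1 enzyme; inhibitors block probe labeling so polarization falls and inhibition rises; many of its hits are not listed in these tables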
Target sequence (Q9Y570 whole entry, looked up): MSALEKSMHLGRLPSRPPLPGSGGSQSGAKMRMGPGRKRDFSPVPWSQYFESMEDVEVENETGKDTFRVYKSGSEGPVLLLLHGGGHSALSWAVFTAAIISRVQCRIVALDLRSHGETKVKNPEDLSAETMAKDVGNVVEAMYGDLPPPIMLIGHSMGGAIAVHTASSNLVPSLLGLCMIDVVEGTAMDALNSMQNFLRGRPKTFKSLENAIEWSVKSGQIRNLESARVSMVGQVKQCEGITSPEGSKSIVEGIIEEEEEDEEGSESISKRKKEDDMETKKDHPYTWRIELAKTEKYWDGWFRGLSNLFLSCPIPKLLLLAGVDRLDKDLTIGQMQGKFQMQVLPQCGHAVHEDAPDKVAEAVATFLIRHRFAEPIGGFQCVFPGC
PAFAH1B3 inh = blocks human PAF acetylhydrolase 1B catalytic subunit 3; Q15102; recombinant PAFAH1B3, FP-rhodamine probe, fluorescence polarization; inhibition, % at 3.39 µM; actives 0.28% (n = 340,000); AID 492972;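 active = inhibition above the screen-wide average of all tested compounds plus 3 SD, cut at about 25% in these data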;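 also: 0% = enzyme with DMSO only and 100% = wells lacking PAFAH1B3 protein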
pPAFAH FP inh = inhibitors of human plasma PAF acetylhydrolase (pPAFAH) | recombinant pPAFAH, FP-rhodamine probe fluorescence polarization | actives 1.5% (n = 330,000) | AID 463082 | Q13093 | inhibition, % at 3.39 µM;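 active = inhibition above the mean inhibition across the screen plus 3 SD, cut at about 25% in these data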;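 also: inhibitors block binding of the rhodamine activity-based probe so polarization drops; 0% = enzyme with DMSO and 100% = wells lacking pPAFAH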
Target sequence (Q13093 whole entry, looked up): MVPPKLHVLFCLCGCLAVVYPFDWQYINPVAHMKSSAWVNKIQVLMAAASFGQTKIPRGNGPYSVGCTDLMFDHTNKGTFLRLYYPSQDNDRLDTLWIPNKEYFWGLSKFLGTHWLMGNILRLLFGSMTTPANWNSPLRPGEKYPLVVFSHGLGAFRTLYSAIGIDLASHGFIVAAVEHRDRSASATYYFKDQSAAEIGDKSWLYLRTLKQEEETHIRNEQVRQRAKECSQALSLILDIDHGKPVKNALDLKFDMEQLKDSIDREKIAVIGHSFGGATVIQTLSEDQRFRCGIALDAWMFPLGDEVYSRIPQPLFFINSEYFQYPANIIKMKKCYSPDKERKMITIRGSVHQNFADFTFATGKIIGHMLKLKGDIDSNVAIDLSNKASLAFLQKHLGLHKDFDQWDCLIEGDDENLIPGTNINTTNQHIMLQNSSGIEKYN
PAD4 inh = PAD4 (human) enzyme inhibition; recombinant PAD4, RCA probe fluorescence polarization; inhibition, % at 6.36 µM; actives 0.41% (n = 330,000); AID 485272;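 active = percent inhibition above a cutoff equal to the mean of all tested compounds plus 3 SD, cut at about 15% in these data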;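 also: 0% = PAD4 with RCA probe and DMSO and 100% = probe without PAD4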
Fam108B counter = Fam108B inhibition, counter-screen for RBBP9 inhibitors; recombinant Fam108B, FP-Rh probe fluorescence polarization; inhibition, % at 9.51 µM; actives 0.33% (n = 300,000); AID 1947;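 active = inhibition above the screen mean inhibition plus 3 SD, computed separately per campaign, cut at about 18% in these data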;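 also: inhibitors lower polarization as less probe binds the enzyme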
PAFAH2 inh = inhibitors of human PAFAH2. Q99487. actives 0.99% (n = 340,000). recombinant PAFAH2, FP-rhodamine activity probe, fluorescence polarization. inhibition, % at 3.39 µM;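 active = inhibition above the mean over all tested compounds plus 3 SD, cut at about 30% in these data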;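 also: inhibitors block probe labeling of enzyme so polarization drops; 0% = enzyme with DMSO and 100% = wells lacking PAFAH2 protein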
Numbers without * were called inactive; · = no result given. Some of the compounds tested; the hit share may differ from the screen's.

item	mol	GSTO1 inh	LYPLA1 counter	PAFAH1B2 inh	PME-1 primary	PAFAH1B3 inh
1	CC(C)(C)C1CCc2c(sc(NC(=O)c3ccncc3)c2C(N)=O)C1 (centres undefined)	-3	-2	4	1	4
2	COc1ccccc1NC(=S)NC(=O)C(C)(C)C	-1	4	-1	2	7
3	COc1ccc(CCNC(=O)c2ccc(=O)[nH]c2)cc1	4	0	3	1	1
4	CCOC(=O)c1ccc(S(=O)(=O)N2CC(=O)Nc3ccccc32)cc1	-1	-3	-1	7	2
5	CC(C)CN1CCCC(N2CCN(c3cccc(Cl)c3)CC2)C1 (centres undefined)	-5	3	5	-10	0
6	O=C(NCC(=O)N(c1cccnc1)C(C(=O)NC1CCCC1)c1ccco1)c1cccs1 (centres undefined)	3	5	9	-6	4
7	Cc1cccc(N2CC(C(=O)NCC3COc4ccccc4O3)CC2=O)c1C (centres undefined)	·	-3	5	1	6
8	CCOC(=O)c1cc(C(=O)Nc2sc3c(c2C#N)CCCC3)nn1C	-7	0	3	4	7
9	O=S(=O)(NCc1cn2ccsc2n1)c1ccc(Oc2ccccc2)cc1	1	-2	-1	-1	-4
10	Cc1oc(S(=O)(=O)N2CCCCC2)cc1NC(=O)Nc1ccc(Cl)cc1	-9	-16	8	11	-1
11	Cc1cc(C)cc(NC(=O)CSc2nnc(NC(=O)C3CC3)s2)c1	0	-1	2	-8	8
12	O=C(N/C(=C/c1cccnc1)C(=O)N1CCOCC1)c1ccccc1	-5	-2	-1	2	7
13	NC(=O)COC(=O)c1cc(-c2ccco2)nc2ccccc12	1	0	3	-1	-1
14	CCNc1nc(NC(C)(C)C)nc(SC(C(C)=O)C(C)=O)n1	0	1	25*	-1	1
15	O=C(O)Cc1ccc2sc(-c3ccccc3)nc2c1	6	0	5	0	11

item	pPAFAH FP inh	PAD4 inh	Fam108B counter	PAFAH2 inh
1	7	-4	-8	-14
2	0	-8	6	0
3	0	3	0	3
4	4	-4	4	-10
5	-4	-9	-3	0
6	-1	0	0	5
7	-2	1	·	-2
8	5	6	2	-2
9	11	0	-3	-1
10	10	-4	2	17
11	1	-4	-6	0
12	1	-5	1	3
13	14	1	3	3
14	-1	-5	2	-12
15	0	-5	-2	-1

(list continues)
item	mol	GSTO1 inh	LYPLA1 counter	PAFAH1B2 inh	PME-1 primary	PAFAH1B3 inh
16	O=C(CN1C(=O)CSC1=O)N1CCc2ccccc2C1	-4	5	-2	0	10
17	COc1ccc(C(=O)Nc2ccc(S(=O)(=O)N3CCN(C)CC3)cc2)cc1[N+](=O)[O-]	-3	2	6	-3	1
18	COc1cc(OC)cc(-c2nnc(SCc3cccc(C(=O)O)c3)o2)c1	13	3	3	-1	-3
19	CCOC(=O)/C(=C/Nc1ccccc1)[N+](=O)[O-]	9	1	7	-1	8
20	O=C(CSc1nc2cc(Cl)ccc2o1)NCCc1ccccc1	-2	-1	6	-3	3
21	COc1ccc(/C=N/NC(=O)c2ccco2)cc1COc1ccc(F)cc1	-2	-3	3	-4	1
22	Cc1sc2ncn(CC(=O)N3CCN(c4ccccn4)CC3)c(=O)c2c1S(=O)(=O)N1CCC(C)CC1	2	-3	6	0	9
23	N#Cc1c(NC(=O)c2ccc(Cn3cc(Br)cn3)o2)sc2c1CCCCC2	-13	-6	3	-2	-7
24	NC(=O)c1ccccc1OCC(=O)Nc1cccnc1Cl	·	-1	6	1	10
25	CCOc1ccc(CN2CCNC(=O)C2CC(=O)O)cc1 (centres undefined)	1	-1	4	-1	2
26	COc1ccc(N(C)C(=O)C2CCN(S(=O)(=O)c3cccc4nonc34)CC2)cc1	7	1	0	0	1
27	Cc1cccc(C)c1NC(=O)CNC(=O)CNC(=O)c1ccc2c(c1)OCO2	-6	-3	6	5	-1
28	NC(=O)COC(=O)c1cccnc1Nc1ccccc1F	5	-3	1	4	4
29	CCOc1ccc(N2C(=O)CN=C2Nc2ccccc2Cl)cc1	-1	4	-2	4	4
30	CCN1CCN(c2ccc(NC(=O)CCc3c(C)nc4c(-c5ccccc5)c(C)nn4c3C)cc2)CC1	1	1	3	5	9

item	pPAFAH FP inh	PAD4 inh	Fam108B counter	PAFAH2 inh
16	5	-5	4	-5
17	6	-1	-1	1
18	3	-4	-3	3
19	2	0	3	6
20	6	0	-1	-3
21	-1	0	-6	-7
22	-4	0	-4	-1
23	14	4	-6	2
24	1	-4	·	7
25	4	0	-1	-3
26	5	1	0	8
27	-2	0	-1	4
28	1	2	0	1
29	3	2	-1	-1
30	6	5	1	3

From entry 13 as far as 30, copied from above:
item	mol	GSTO1 inh	LYPLA1 counter	PAFAH1B2 inh	PME-1 primary	PAFAH1B3 inh
13	NC(=O)COC(=O)c1cc(-c2ccco2)nc2ccccc12	1	0	3	-1	-1
14	CCNc1nc(NC(C)(C)C)nc(SC(C(C)=O)C(C)=O)n1	0	1	25*	-1	1
15	O=C(O)Cc1ccc2sc(-c3ccccc3)nc2c1	6	0	5	0	11
16	O=C(CN1C(=O)CSC1=O)N1CCc2ccccc2C1	-4	5	-2	0	10
17	COc1ccc(C(=O)Nc2ccc(S(=O)(=O)N3CCN(C)CC3)cc2)cc1[N+](=O)[O-]	-3	2	6	-3	1
18	COc1cc(OC)cc(-c2nnc(SCc3cccc(C(=O)O)c3)o2)c1	13	3	3	-1	-3
19	CCOC(=O)/C(=C/Nc1ccccc1)[N+](=O)[O-]	9	1	7	-1	8
20	O=C(CSc1nc2cc(Cl)ccc2o1)NCCc1ccccc1	-2	-1	6	-3	3
21	COc1ccc(/C=N/NC(=O)c2ccco2)cc1COc1ccc(F)cc1	-2	-3	3	-4	1
22	Cc1sc2ncn(CC(=O)N3CCN(c4ccccn4)CC3)c(=O)c2c1S(=O)(=O)N1CCC(C)CC1	2	-3	6	0	9
23	N#Cc1c(NC(=O)c2ccc(Cn3cc(Br)cn3)o2)sc2c1CCCCC2	-13	-6	3	-2	-7
24	NC(=O)c1ccccc1OCC(=O)Nc1cccnc1Cl	·	-1	6	1	10
25	CCOc1ccc(CN2CCNC(=O)C2CC(=O)O)cc1 (centres undefined)	1	-1	4	-1	2
26	COc1ccc(N(C)C(=O)C2CCN(S(=O)(=O)c3cccc4nonc34)CC2)cc1	7	1	0	0	1
27	Cc1cccc(C)c1NC(=O)CNC(=O)CNC(=O)c1ccc2c(c1)OCO2	-6	-3	6	5	-1
28	NC(=O)COC(=O)c1cccnc1Nc1ccccc1F	5	-3	1	4	4
29	CCOc1ccc(N2C(=O)CN=C2Nc2ccccc2Cl)cc1	-1	4	-2	4	4
30	CCN1CCN(c2ccc(NC(=O)CCc3c(C)nc4c(-c5ccccc5)c(C)nn4c3C)cc2)CC1	1	1	3	5	9

item	pPAFAH FP inh	PAD4 inh	Fam108B counter	PAFAH2 inh
13	14	1	3	3
14	-1	-5	2	-12
15	0	-5	-2	-1
16	5	-5	4	-5
17	6	-1	-1	1
18	3	-4	-3	3
19	2	0	3	6
20	6	0	-1	-3
21	-1	0	-6	-7
22	-4	0	-4	-1
23	14	4	-6	2
24	1	-4	·	7
25	4	0	-1	-3
26	5	1	0	8
27	-2	0	-1	4
28	1	2	0	1
29	3	2	-1	-1
30	6	5	1	3

The results go on.
item	mol	GSTO1 inh	LYPLA1 counter	PAFAH1B2 inh	PME-1 primary	PAFAH1B3 inh
31	CCn1nnc(NC(=O)c2cccnc2)n1	4	-2	0	-1	-1
32	CCCC[C@@H]1CNCCN1CCCc1cc(OC)c(OC)c(OC)c1	-1	-3	0	-5	-1
33	Cc1ccc(NC(=O)CCCC(=O)O)c(-c2nc3ccccc3[nH]c2=O)c1	0	1	2	0	7
34	CCS(=O)(=O)N1CCC(C(=O)NCCN2CCOCC2)CC1	2	1	0	4	6
35	CCOC(=O)C1=C(C)NC(C)=C(C(=O)OCC)C1C1=COCCO1	1	2	2	-6	4
36	O=C(NNC(=O)c1ccccc1Cl)c1ccncc1	12	0	-3	3	-7
37	COc1ccccc1NC(=O)CSc1nnc2ccc(-c3cccnc3)nn12	-5	-1	0	-8	0
38	CCOC(=O)N1CCN(C(=O)c2cccc(NC3=NC4CS(=O)(=O)CC4S3)c2)CC1 (centres undefined)	0	1	-3	-4	11
39	O=C1OC(NC(=O)c2ccccc2)C(n2cc(CO)nn2)=C1Cl (centres undefined)	2	-2	-1	-1	11
40	CC1CCc2c(sc3c2C2=NS(=O)(=O)CCN2C=N3)C1 (centres undefined)	0	4	5	4	6
41	CC(=O)Nc1ccc(NS(=O)(=O)c2cc(-c3cnc(C4CC4)o3)ccc2C)cc1	2	-2	4	7	6
42	COC(=O)c1c(-c2ccncc2)csc1NC(=O)c1ccoc1C	-2	-3	4	-11	7
43	N=c1c(C(=O)NCc2ccc(F)cc2)cc2c(=O)n3ccccc3nc2n1CC1CCCO1 (centres undefined)	-6	-1	0	3	2
44	COC(=O)COc1ccc(S(=O)(=O)N2CCCCCC2)cc1C	6	5	6	10	5
45	CCCNC(=O)/C=C/c1ccc(C(C)C)cc1	0	1	2	-9	8

item	pPAFAH FP inh	PAD4 inh	Fam108B counter	PAFAH2 inh
31	-1	1	0	2
32	2	4	-3	8
33	3	-2	3	4
34	5	0	7	-5
35	8	-2	0	2
36	-1	-1	-2	4
37	8	2	-7	-8
38	-1	-6	1	5
39	3	-2	-1	4
40	3	-2	0	1
41	0	-8	-2	6
42	-6	-9	-3	2
43	-1	-9	3	3
44	4	0	-2	-5
45	-1	3	0	-3

The results go on:
item	mol	GSTO1 inh	LYPLA1 counter	PAFAH1B2 inh	PME-1 primary	PAFAH1B3 inh
46	O=C1c2ccc3c4c(ccc(c24)C(=O)N1c1cccc(O)c1)C(=O)N(c1cccc(O)c1)C3=O	34	-5	1	2	5
47	Cc1cc(C)cc(NC(=S)N(Cc2ccc(Cl)cc2)Cc2ccc(C(=O)O)cc2)c1	-6	-1	6	-3	6
48	O=C(OCc1ccc2c(c1)OCO2)c1cccc(S(=O)(=O)N2CCCCC2)c1	-1	2	5	5	3
49	Cc1sc(NC(=O)CN2CCOCC2)c(C#N)c1C	7	0	·	0	·
50	Cc1cc(OC(C)C(=O)NCCCN2CCOCC2)ccc1Cl (centres undefined)	-1	0	5	5	2
51	CC(C)(C)CN1CCNC(=O)C1CC(=O)NCCc1ccccc1C(F)(F)F (centres undefined)	1	-4	-7	3	7

item	pPAFAH FP inh	PAD4 inh	Fam108B counter	PAFAH2 inh
46	1	18*	13	0
47	3	0	-2	2
48	4	-4	-1	1
49	-1	3	2	·
50	2	-1	6	0
51	1	0	1	5

Exported with each value named: 2 of the compounds above
50. Cc1cc(OC(C)C(=O)NCCCN2CCOCC2)ccc1Cl (centres undefined)
- GSTO1 inh = -1
- LYPLA1 counter = 0
- PAFAH1B2 inh = 5
- PME-1 primary = 5
- PAFAH1B3 inh = 2
- pPAFAH FP inh = 2
- PAD4 inh = -1
- Fam108B counter = 6
- PAFAH2 inh = 0
51. CC(C)(C)CN1CCNC(=O)C1CC(=O)NCCc1ccccc1C(F)(F)F (centres undefined)
- GSTO1 inh = 1
- LYPLA1 counter = -4
- PAFAH1B2 inh = -7
- PME-1 primary = 3
- PAFAH1B3 inh = 7
- pPAFAH FP inh = 1
- PAD4 inh = 0
- Fam108B counter = 1
- PAFAH2 inh = 5
